HMGR II inh = blocks class II HMG-CoA reductase of Enterococcus faecalis; purified E. faecalis HMGR, NADPH absorbance 340 nm kinetic; inhibition, % at 10 µM; actives 0.41% (n = 190,000); AID 1066;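 active = inhibition above a set limit, the median over all tested compounds plus 3 SD, cut at about 9.5% in these data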;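 note: enzyme runs in reverse so mevalonate oxidation gives rising NADPH absorbance; 0% = complete reaction with DMSO and 100% = background rate lacking mevalonate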
FLuc act counter = affects firefly luciferase, flagging false hits in luciferase stimulation screens; activation factor at 10 µM; 200,000 tested, under 10 active; P08659; AID 1027; ATPlite luciferase biochemical, luminescence, 10 min; 0 = ATP-free wells, 1 = DMSO control;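 active = luciferase activation factor, scaled between plate controls, of at least 2 with compound at 10 µM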
Target sequence (P08659 whole entry, looked up): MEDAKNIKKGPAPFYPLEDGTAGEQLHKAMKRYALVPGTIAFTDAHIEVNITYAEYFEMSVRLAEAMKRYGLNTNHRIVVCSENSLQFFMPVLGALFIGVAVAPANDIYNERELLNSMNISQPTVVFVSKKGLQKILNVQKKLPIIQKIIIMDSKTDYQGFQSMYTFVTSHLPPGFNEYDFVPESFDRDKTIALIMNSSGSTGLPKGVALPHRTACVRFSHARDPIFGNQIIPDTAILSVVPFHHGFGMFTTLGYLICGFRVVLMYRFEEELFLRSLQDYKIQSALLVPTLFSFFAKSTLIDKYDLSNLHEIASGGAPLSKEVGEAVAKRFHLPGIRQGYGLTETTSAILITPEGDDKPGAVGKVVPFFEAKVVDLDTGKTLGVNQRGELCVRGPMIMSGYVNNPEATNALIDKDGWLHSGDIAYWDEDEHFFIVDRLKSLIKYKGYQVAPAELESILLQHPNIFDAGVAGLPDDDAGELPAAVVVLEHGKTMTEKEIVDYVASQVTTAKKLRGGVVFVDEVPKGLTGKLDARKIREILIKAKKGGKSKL
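System: luciferase plus luciferin reagent, cell-free; medium: PBS as buffer for the ATP substrate; dosing: test compounds dosed from 2 mM stocks in 100% DMSO; timing: 10 min post-reagent at room temperature; measured by: luminescence measurement of luciferase light output; evaluation: luciferase activation, seen as luminescence increase over controls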
TNAP act hi DEA = TNAP (human) activation, high acceptor; AID 1136; purified TNAP, CDP-star luminescence, 1 M DEA, 30 min; hits give high values; 0 = EDTA background, 1 = DMSO-only activity; 200,000 tested, under 10 active; activation factor at 20 µM;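 active = activation factor at least 2 at 20 µM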
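Measured by: Luminescent substrate turnover signal | Test system: Human TNAP | Input: TNAP 1/800 final | Dosing: 20 µM single point | Schedule: 30 min, room temperature | Controls: EDTA wells as negative control, DMSO wells as positive control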
Diaphorase inh = diaphorase inhibition or chemical oxidation counter-screen; diaphorase resazurin-to-resorufin fluorescence, NADH, 16 min; bacterial (C. kluyveri) enzyme, not human; inhibition, % at 20 µM; actives 0.69% (n = 190,000);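 active = primary screen inhibition at 20 µM above a set limit, cut at about 50% in these data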;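 note: plate controls were DMSO with full reaction for no effect and wells lacking NADH for full effect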
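Assay system: diaphorase enzyme from Clostridium kluyveri. Quantity: enzyme working solution with 0.14 U/mL diaphorase. Schedule: reaction incubation of 16 min at room temperature. Technique: resorufin fluorescence, excitation 544 nm, emission 590 nm. Controls: No-NADH positive control and DMSO neutral control.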
Diaphorase act = counter-screen for diaphorase-based assays: diaphorase activators and chemical reducers; Diaphorase/resazurin coupled assay, resorufin fluorescence, 16 min; hits give high values; 1 = vehicle wells, 0 = NADH-free wells; activation factor at 20 µM; actives 0.005% (n = 190,000);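 active = diaphorase activity raised at least twofold by the compound at 20 µM; inactive = activation factor below 2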
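Material: purified diaphorase enzyme from Clostridium kluyveri; Also added: 0.114 mM NADH and 0.1 mM resazurin, final amounts; Doses: single compound dose of 20 µM, 1% DMSO final; Times: 16 min enzyme reaction, ambient temperature; Detection: resorufin fluorescence, excitation 544 nm, emission 590 nm; Measure: increased resorufin signal from activators or reducing compounds.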
G6PDH counter = counter-screen for G6PDH assay hits: L. mesenteroides G6PDH inhibition; actives 0.12% (n = 200,000); AID 1020; inhibition, % at 5 µM; Purified L. mesenteroides G6PDH, diaphorase/resazurin coupled fluorescence, 45 min; in the data active = inhibition above about 50%
TNAP inh hiacc = blocks human TNAP under high phosphate acceptor concentration. purified TNAP, CDP-star luminescence, 1 M DEA. inhibition, % at 20 µM. actives 0.03% (n = 200,000). AID 1135;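 active = over 50% inhibition of tissue-nonspecific alkaline phosphatase at 20 µM in the single-dose screen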;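 note: plate controls were DMSO wells for no effect and EDTA-quenched wells as full inhibition for full effect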
PMI act hi M6P = PMI (human) activation, high substrate | P34949 | coupled PMI enzyme assay, resazurin fluorescence, 20 min; hits give high values; 1 = untreated enzyme, 0 = substrate-free blank | activation factor at 20 µM | actives 0.34% (n = 190,000) | AID 1216;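 active = activation factor of 2 or more at 20 µM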
Target sequence (P34949 whole entry, looked up): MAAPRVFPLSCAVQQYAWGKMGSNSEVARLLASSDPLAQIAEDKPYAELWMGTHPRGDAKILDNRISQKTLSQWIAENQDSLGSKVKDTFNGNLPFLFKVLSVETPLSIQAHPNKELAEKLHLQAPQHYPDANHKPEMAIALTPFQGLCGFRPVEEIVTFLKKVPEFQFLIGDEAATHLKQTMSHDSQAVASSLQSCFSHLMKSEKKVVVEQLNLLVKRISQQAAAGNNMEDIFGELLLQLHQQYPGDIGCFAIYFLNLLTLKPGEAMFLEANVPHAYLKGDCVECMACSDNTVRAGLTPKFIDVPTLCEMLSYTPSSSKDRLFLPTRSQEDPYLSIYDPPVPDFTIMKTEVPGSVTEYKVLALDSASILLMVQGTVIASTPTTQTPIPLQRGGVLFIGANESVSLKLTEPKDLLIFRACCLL
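Test system: Human PMI in coupled enzyme assay | Input: 15 ng/mL PMI | Medium: HEPES-buffered pH 7.4 with magnesium and detergent | Compound: One concentration, 20 µM, in 1% DMSO | Incubation: Enzyme reaction with compound 20 min at room temperature | Detection: Diaphorase-driven resazurin-to-resorufin fluorescence, excitation 544, emission 590 nm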
PMI act = increases human mannose-6-phosphate isomerase activity; actives 0.005% (n = 190,000); activation factor at 20 µM; purified human PMI, coupled resazurin fluorescence, 20 min; hits give high values; 1 = vehicle control, 0 substrate-free wells;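 active = activation factor of 2 or more at 20 µM, relative to plate controls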
TNAP inh noacc = TNAP (human) inhibition, acceptor-free conditions | purified TNAP, CDP-star luminescence, 30 min | actives 0.26% (n = 200,000) | inhibition, % at 20 µM;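 active = tissue-nonspecific alkaline phosphatase inhibition above about 50% at 20 µM in the single-dose screen, limit read from the data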;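 note: 0% = DMSO negative control and 100% = EDTA positive control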
* marks the source's active call; other numbers are inactive results. Rows were taken by chance (roughly 1.7% active in at least one column).

Results for COc1cccc(-c2ccc(=O)n(CC(=O)Nc3cc4c(cc3NC(C)=O)OCCO4)n2)c1 ?
HMGR II inh: 1; FLuc act counter: 1; TNAP act hi DEA: 1; Diaphorase inh: 10; Diaphorase act: 0.9; G6PDH counter: 0; TNAP inh hiacc: 0; PMI act hi M6P: 0.9; PMI act: 1; TNAP inh noacc: -5

How did O=C(Nc1ccc(N2CCOCC2)c(Cl)c1)c1ccco1 do in these assays?
HMGR II inh: -1; FLuc act counter: 0.4; TNAP act hi DEA: 1; Diaphorase inh: 6; Diaphorase act: 0.9; G6PDH counter: 2; TNAP inh hiacc: -4; PMI act hi M6P: 1; PMI act: 1; TNAP inh noacc: -3

How did O=C(O)CCc1ccc(-c2cccs2)n1CCc1ccccc1 do in these assays?
HMGR II inh: -3; FLuc act counter: 1; TNAP act hi DEA: 1.1; Diaphorase inh: -9; Diaphorase act: 1.1; G6PDH counter: 15; TNAP inh hiacc: -7; PMI act hi M6P: 1; PMI act: 1; TNAP inh noacc: 0

How did CCCOc1c(OC)cccc1C1CC(=O)Nc2cc3c(cc21)OCCO3 (stereo unspecified) do in these assays?
HMGR II inh: -1; FLuc act counter: 1; TNAP act hi DEA: 1; Diaphorase inh: 4; Diaphorase act: 1; G6PDH counter: 7; TNAP inh hiacc: -2; PMI act hi M6P: 0.9; PMI act: 0.9; TNAP inh noacc: -3

What do the screens show for `O=c1[nH]c(N2CCOCC2)nc2c1CCCC2`?
HMGR II inh: 4; FLuc act counter: 1.1; TNAP act hi DEA: 1; Diaphorase inh: 9; Diaphorase act: 0.9; G6PDH counter: -5; TNAP inh hiacc: 3; PMI act hi M6P: 0.9; PMI act: 0.9; TNAP inh noacc: -9

What do the screens show for `CC1(C)Cc2c(cnn2-c2ccccc2)-c2c1c1ccccc1n2CC(O)CBr` (stereo unspecified)?
HMGR II inh: 2; FLuc act counter: 1.1; TNAP act hi DEA: 1; Diaphorase inh: 27; Diaphorase act: 0.7; G6PDH counter: -3; TNAP inh hiacc: -2; PMI act hi M6P: 0.8; PMI act: 0.8; TNAP inh noacc: -4

Results for O=C(Nc1nnc(C2CCCO2)s1)c1ccc(Br)cc1 (stereo unspecified) ?
HMGR II inh: 7; FLuc act counter: 1.1; TNAP act hi DEA: 1.1; Diaphorase inh: 4; Diaphorase act: 1; G6PDH counter: 6; TNAP inh hiacc: -8; PMI act hi M6P: 1.1; PMI act: 1.1; TNAP inh noacc: -3

What do the screens show for `CCOC(=O)N1CCN(C(=O)CSc2nc3c(cnn3-c3ccc(C)cc3)c(=O)[nH]2)CC1`?
HMGR II inh: 0; FLuc act counter: 1.1; TNAP act hi DEA: 1.1; Diaphorase inh: 25; Diaphorase act: 0.8; G6PDH counter: 3; TNAP inh hiacc: -8; PMI act hi M6P: 1.1; PMI act: 0.9; TNAP inh noacc: -12

Results for C#CCSc1nc(Cc2ccc(Cl)cc2)nc2ccccc12 ?
HMGR II inh: 2; FLuc act counter: 1; TNAP act hi DEA: 1.1; Diaphorase inh: 17; Diaphorase act: 0.8; G6PDH counter: 10; TNAP inh hiacc: -7; PMI act hi M6P: 1; PMI act: 1.1; TNAP inh noacc: -3

What do the screens show for `CN(C)C(=O)c1ccccc1-c1ccccc1`?
HMGR II inh: -2; FLuc act counter: 1; TNAP act hi DEA: 1; Diaphorase inh: 7; Diaphorase act: 0.9; G6PDH counter: 2; TNAP inh hiacc: -2; PMI act hi M6P: 0.9; PMI act: 0.9; TNAP inh noacc: -10

How did CCOC(=O)c1cc(-c2ccc(Cl)cc2)nc2onc(C)c12 do in these assays?
HMGR II inh: 0; FLuc act counter: 1; TNAP act hi DEA: 1; Diaphorase inh: 17; Diaphorase act: 0.8; G6PDH counter: -2; TNAP inh hiacc: -1; PMI act hi M6P: 1; PMI act: 0.9; TNAP inh noacc: -6

How did Cc1ccnc(NC(=O)COC(=O)C2COc3ccccc3O2)n1 (stereo unspecified) do in these assays?
HMGR II inh: -4; FLuc act counter: 1.1; TNAP act hi DEA: 1.1; Diaphorase inh: -14; Diaphorase act: 1.1; G6PDH counter: 17; TNAP inh hiacc: -10; PMI act hi M6P: 1.1; PMI act: 1.1; TNAP inh noacc: -2

Taken from the listing, 2 compounds:
What do the screens show for `CCOC(=O)N1CCN(C(=O)CSc2nc3c(cnn3-c3ccc(C)cc3)c(=O)[nH]2)CC1`?
HMGR II inh: 0; FLuc act counter: 1.1; TNAP act hi DEA: 1.1; Diaphorase inh: 25; Diaphorase act: 0.8; G6PDH counter: 3; TNAP inh hiacc: -8; PMI act hi M6P: 1.1; PMI act: 0.9; TNAP inh noacc: -12

Results for C#CCSc1nc(Cc2ccc(Cl)cc2)nc2ccccc12 ?
HMGR II inh: 2; FLuc act counter: 1; TNAP act hi DEA: 1.1; Diaphorase inh: 17; Diaphorase act: 0.8; G6PDH counter: 10; TNAP inh hiacc: -7; PMI act hi M6P: 1; PMI act: 1.1; TNAP inh noacc: -3

Other records
What do the screens show for `O=C(COC(=O)c1ccc(Br)o1)NCC1CCCO1` (stereo unspecified)?
HMGR II inh: 0; FLuc act counter: 1; TNAP act hi DEA: 1; Diaphorase inh: 12; Diaphorase act: 0.9; G6PDH counter: 1; TNAP inh hiacc: -2; PMI act hi M6P: 1; PMI act: 1; TNAP inh noacc: -6

What do the screens show for `CC(=O)OCC1OC(Nc2cccc(C)c2)C(OC(C)=O)C(OC(C)=O)C1OC(C)=O` (stereo unspecified)?
HMGR II inh: 0; FLuc act counter: 1.1; TNAP act hi DEA: 1; Diaphorase inh: 1; Diaphorase act: 1; G6PDH counter: 3; TNAP inh hiacc: -1; PMI act hi M6P: 1; PMI act: 0.9; TNAP inh noacc: -14

Results for Brc1ccc(-c2nnc3ccc(Nc4ccccc4)nn23)cc1 ?
HMGR II inh: -2; FLuc act counter: 1; TNAP act hi DEA: 1; Diaphorase inh: 0; Diaphorase act: 1; G6PDH counter: 3; TNAP inh hiacc: 4; PMI act hi M6P: 1.1; PMI act: 0.9; TNAP inh noacc: -6

How did CC(C)(C)NCC(O)COCc1ccc(Cl)cc1 (stereo unspecified) do in these assays?
HMGR II inh: 3; FLuc act counter: 1; TNAP act hi DEA: 1; Diaphorase inh: 6; Diaphorase act: 0.9; G6PDH counter: -1; TNAP inh hiacc: -2; PMI act hi M6P: 0.9; PMI act: 0.9; TNAP inh noacc: -6

What do the screens show for `Fc1ccccc1Cn1nnc2c(NCc3ccccn3)ncnc21`?
HMGR II inh: 0; FLuc act counter: 1; TNAP act hi DEA: 1.1; Diaphorase inh: -10; Diaphorase act: 1.1; G6PDH counter: 6; TNAP inh hiacc: -8; PMI act hi M6P: 1.1; PMI act: 1.1; TNAP inh noacc: -4

Results for CCCC(C)NC(=O)c1cc(C(=O)OC)cc([N+](=O)[O-])c1 (stereo unspecified) ?
HMGR II inh: -11; FLuc act counter: 1.1; TNAP act hi DEA: 1.1; Diaphorase inh: 19; Diaphorase act: 0.8; G6PDH counter: 0; TNAP inh hiacc: -8; PMI act hi M6P: 0.9; PMI act: 0.9; TNAP inh noacc: -9

Results for CCOC(=O)c1cc(-c2ccc(Cl)cc2)nc2c1c(=O)[nH]c(=O)n2CCOC ?
HMGR II inh: -13; FLuc act counter: 1.1; TNAP act hi DEA: 1; Diaphorase inh: 3; Diaphorase act: 1; G6PDH counter: 0; TNAP inh hiacc: -4; PMI act hi M6P: 1; PMI act: 1.1; TNAP inh noacc: -18

What do the screens show for `O=C(CSc1ccc2c(c1)OCCO2)Nc1cccnc1`?
HMGR II inh: -7; FLuc act counter: 1; TNAP act hi DEA: 1; Diaphorase inh: 25; Diaphorase act: 0.8; G6PDH counter: 2; TNAP inh hiacc: -3; PMI act hi M6P: 0.7; PMI act: 0.8; TNAP inh noacc: -7

Results for CCC1(CC)NC(=O)N(CC(=O)OCC(=O)Nc2ccc(C(F)(F)F)cc2)C1=O ?
HMGR II inh: 1; FLuc act counter: 1.1; TNAP act hi DEA: 1; Diaphorase inh: 5; Diaphorase act: 0.9; G6PDH counter: 3; TNAP inh hiacc: -2; PMI act hi M6P: 1; PMI act: 0.9; TNAP inh noacc: -8

Results for CSc1ccc(CNC(C)(C)CO)cc1 ?
HMGR II inh: -3; FLuc act counter: 1.1; TNAP act hi DEA: 1.1; Diaphorase inh: -10; Diaphorase act: 1.1; G6PDH counter: 17; TNAP inh hiacc: -8; PMI act hi M6P: 1.1; PMI act: 1; TNAP inh noacc: -11

What do the screens show for `COc1cc(NC(=O)CN2C(=O)c3ccccc3S2(=O)=O)c(OC)cc1Cl`?
HMGR II inh: 4; FLuc act counter: 1.1; TNAP act hi DEA: 1; Diaphorase inh: 18; Diaphorase act: 0.8; G6PDH counter: 2; TNAP inh hiacc: 1; PMI act hi M6P: 1; PMI act: 0.8; TNAP inh noacc: -5

Results for CC(Cc1ccccc1)C(=O)Nc1ccccc1 (stereo unspecified) ?
HMGR II inh: 1; FLuc act counter: 1.1; TNAP act hi DEA: 1; Diaphorase inh: -7; Diaphorase act: 1.1; G6PDH counter: 15; TNAP inh hiacc: 0; PMI act hi M6P: 1.1; PMI act: 1.1; TNAP inh noacc: -5

Results for COc1cc(C(=O)NCCN2C(=O)S/C(=C\c3cccs3)C2=O)cc(OC)c1OC ?
HMGR II inh: 2; FLuc act counter: 1; TNAP act hi DEA: 1; Diaphorase inh: 24; Diaphorase act: 0.8; G6PDH counter: 0; TNAP inh hiacc: 1; PMI act hi M6P: 1; PMI act: 0.9; TNAP inh noacc: -8

What do the screens show for `O=S(=O)(c1ccccc1)c1nc(Nc2ccccc2N2CCOCC2)sc1Cl`?
HMGR II inh: -1; FLuc act counter: 1; TNAP act hi DEA: 1.1; Diaphorase inh: 25; Diaphorase act: 0.7; G6PDH counter: -3; TNAP inh hiacc: -7; PMI act hi M6P: 0.9; PMI act: 0.9; TNAP inh noacc: -9

What do the screens show for `CC(C)(C)OC(=O)NNC(=S)NCc1ccc(Cl)cc1`?
HMGR II inh: -8; FLuc act counter: 1; TNAP act hi DEA: 1; Diaphorase inh: 6; Diaphorase act: 0.9; G6PDH counter: 2; TNAP inh hiacc: -3; PMI act hi M6P: 1; PMI act: 0.9; TNAP inh noacc: -19

How did Nc1ccc(-c2cc(N)n(-c3ccccc3)n2)cc1 do in these assays?
HMGR II inh: -5; FLuc act counter: 1; TNAP act hi DEA: 1.1; Diaphorase inh: 26; Diaphorase act: 0.7; G6PDH counter: 11; TNAP inh hiacc: -5; PMI act hi M6P: 0.7; PMI act: 0.8; TNAP inh noacc: -18
